Compound activity from PubChem.
Cdc25B inh – human M-phase inducer phosphatase 2 inhibition | P30305 | recombinant Cdc25B, OMFP fluorescence Ex485/Em525 | inhibition, %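 (compounds tested at 10 µM final in the well)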 | 65,000 compounds, 0.1% hits; in the data active = inhibition above about 50%
Target sequence (P30305 whole entry, looked up): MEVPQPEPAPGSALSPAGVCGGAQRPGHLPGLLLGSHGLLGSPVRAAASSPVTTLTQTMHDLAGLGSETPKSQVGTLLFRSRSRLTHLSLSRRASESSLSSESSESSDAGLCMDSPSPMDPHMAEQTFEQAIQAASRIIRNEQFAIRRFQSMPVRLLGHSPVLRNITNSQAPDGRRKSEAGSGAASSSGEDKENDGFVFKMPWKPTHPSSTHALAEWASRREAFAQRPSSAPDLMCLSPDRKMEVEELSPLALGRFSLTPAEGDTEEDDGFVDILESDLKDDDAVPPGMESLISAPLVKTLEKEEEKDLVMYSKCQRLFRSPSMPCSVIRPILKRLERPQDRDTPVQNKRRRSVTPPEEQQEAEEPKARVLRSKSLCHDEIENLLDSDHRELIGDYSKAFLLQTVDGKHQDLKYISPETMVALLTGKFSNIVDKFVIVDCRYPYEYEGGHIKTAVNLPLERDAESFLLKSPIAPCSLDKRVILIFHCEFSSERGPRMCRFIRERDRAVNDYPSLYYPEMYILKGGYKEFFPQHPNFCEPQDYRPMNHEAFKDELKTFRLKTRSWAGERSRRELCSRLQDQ
DUSP1 inh – human dual specificity phosphatase 1 inhibition. P28562. recombinant MKP-1, OMFP hydrolysis fluorescence. inhibition, %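 (compounds tested at a single concentration somewhere between 10 and 100 µM)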. 65,000 compounds, 0.15% hits. AID 374;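 active = inhibition above about 50%, limit read from the data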;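 note: 0% = DMSO max control wells and 100% = wells with enzyme stopped by NaOH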
Jurkat tox 60K – reduces viability or proliferation of Jurkat cells | Jurkat E6.1 viability, ATP luminescence, 48 h | inhibition, % at 4 µM | 56,000 compounds, 1.2% hits | AID 463;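 active = inhibition above the mean inhibition of all tested compounds plus 3 SD, cut at about 28% in these data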
JNK3 inh – blocks human JNK3 kinase activity. 60,000 compounds, 0.61% hits. AID 746. P53779. inhibition, % at 8 µM. purified JNK3 kinase activity, HTS; in the data active = inhibition above about 17%;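 note: 0% = DMSO and 100% = reference inhibitor; many of its hits are not listed in these tables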
MMP13 inh – inhibitors of human MMP13; P45452; MMP-13 fTHP FRET cleavage, Mca fluorescence; inhibition, % at 4 µM; 65,000 compounds, 0.07% hits;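 active = inhibition above the mean of compound-free control plate wells plus 3 SD, cut at about 14% in these data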;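 note: 0% = DMSO wells and 100% = wells with reference MMP-13 inhibitor after basal subtraction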
ROCK2 inh – inhibitors of human Rho kinase 2; O75116; purified ROCK2, Kinase-Glo ATP depletion luminescence; inhibition, % at 6 µM; AID 604; 60,000 compounds, 0.35% hits;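 active = inhibition above the screen-wide mean inhibition plus 3 SD, cut at about 18% in these data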;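 note: plate controls were DMSO wells for no effect and Y-27632 control wells after no-enzyme background subtraction for full effect; many of its hits are not listed in these tables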
HEK293 NFkB inh – inhibitors of the PMA/ionomycin-induced NF-kB reporter in HEK293 cells; inhibition, % at 3 µM; 62,000 compounds, 0.21% hits; AID 465; HEK-293 NF-kB luciferase reporter, luminescence;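 active = inhibition above the mean of all tested compounds plus 3 SD, cut at about 40% in these data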;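 note: 0% = stimulated DMSO wells and 100% = 10 µM reference inhibitor 5653914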
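System – HEK-293 cells with stable firefly luciferase reporter driven by four HIV NF-kB elements · Doses – one dose, 3 µM · Schedule – 1 h compound pre-incubation, 16 h PMA/ionomycin at 37 °C · Technique – luminescence from luciferase substrate reagent · Measure – percent inhibition normalized per plate to DMSO and reference-inhibitor controls · Replicates – tested once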
TNAP act mid DEA – activates human TNAP at intermediate phosphate acceptor concentration; purified TNAP, CDP-star luminescence, 100 mM DEA, 30 min; active compounds read high; scale: 0 levamisole-inhibited, 1 vehicle-only enzyme; activation factor at 20 µM; 64,000 tested, under 10 active;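 active = activation factor of at least 2 at 20 µM, relative to controls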
Target sequence (P05186 whole entry, looked up): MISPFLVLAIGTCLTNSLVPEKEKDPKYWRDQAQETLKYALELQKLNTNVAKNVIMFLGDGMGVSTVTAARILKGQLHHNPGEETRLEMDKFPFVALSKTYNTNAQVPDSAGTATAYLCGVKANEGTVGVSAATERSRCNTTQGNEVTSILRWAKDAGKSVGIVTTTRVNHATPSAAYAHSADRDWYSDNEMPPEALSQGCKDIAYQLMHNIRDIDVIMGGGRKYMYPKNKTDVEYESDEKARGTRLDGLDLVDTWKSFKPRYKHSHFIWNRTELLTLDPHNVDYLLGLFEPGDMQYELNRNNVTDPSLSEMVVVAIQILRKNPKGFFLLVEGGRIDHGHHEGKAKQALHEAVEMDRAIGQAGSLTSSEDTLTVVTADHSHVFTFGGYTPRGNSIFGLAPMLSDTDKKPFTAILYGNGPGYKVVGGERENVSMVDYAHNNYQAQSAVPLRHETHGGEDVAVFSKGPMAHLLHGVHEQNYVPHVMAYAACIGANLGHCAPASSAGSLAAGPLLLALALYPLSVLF
PKA inh – inhibitors of human protein kinase A. P17612. PKA Kemptide phosphorylation, Kinase-Glo ATP luminescence. inhibition, % at 6 µM. 65,000 compounds, 0.1% hits. AID 524;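 active = inhibition above the screen-wide mean inhibition plus 3 SD, cut at about 21% in these data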; note: many of its hits are not listed in these tables
An asterisk follows results filed as active; . = not tested or not shown; [ ] = another dose, or the depositor's remark.

Order of results: Cdc25B inh	DUSP1 inh	Jurkat tox 60K	JNK3 inh	MMP13 inh	ROCK2 inh	HEK293 NFkB inh	TNAP act mid DEA	PKA inh
- O=S(=O)(c1ccc(F)cc1)N1CCC(O)(c2ccc3c(c2)OCO3)CC1
→ -6	-1	-4	-2	-1	0	5	0.9	4
- Cc1ccc2nc(-c3ccc(S(=O)(=O)N4CCOCC4)cc3)cn2c1
→ 2	-1	3	2	-145[fluorescence artefact?]	-1	6	0.9	-6
- CCN1CCc2c(sc3c2c(NCc2ccco2)nc2nnnn23)C1
→ 2	-18	3	1	-91[fluorescence artefact?]	7	-6	0.9	4
- Cc1cc(=O)oc2c(C)c(OCC(=O)N(C)C)ccc12
→ -3	10	-4	-9	-44	11	18	0.9	6
- Cc1cc(C(=O)COC(=O)CN(C)S(=O)(=O)c2ccc(Cl)cc2)c(C)n1CC1CCCO1 (configuration not stated)
→ -9	-3	-1	0	-2	3	10	0.9	8
- O=C1COc2ccc(C(=O)NCc3ccco3)cc2N1
→ -15	2	17	-7	0	-6	9	0.9	-2
- CC1CCc2nc3ccc(S(=O)(=O)N4CCC(C(=O)NC5CCCC5)CC4)cc3c(C(=O)O)c2C1 (configuration not stated)
→ 0	9	-2	4	0	2	16	1	2
- Cc1occc1-c1nnc2sc(-c3ccc(-c4ccc(Cl)cc4)o3)nn12
→ 0	20	1	3	-29	4	18	0.9	5
- CCCCOC(=O)n1c(SCC(=O)N(C)C)nc2ccccc21
→ -5	-1	6	-6	0	1	6	0.9	2
- O=C(CCN1C(=O)C2C3C=CC(C3)C2C1=O)NCc1cccnc1 (configuration not stated)
→ 3	24	1	-2	-4	0	4	0.8	5
- O=C(Cn1c(=O)sc2ccccc21)NCc1ccccn1
→ -11	7	0	-6	-6	7	-2	1	8
- CCn1c(=S)sc2c(=O)n(-c3ccccc3)c(SCC(=O)NCc3ccco3)nc21
→ -8	3	.	.	2	.	9	0.8	7
- CCOc1ccc(-c2nnc3ccc(SC)nn23)cc1
→ -28	-3	0	0	-9	2	9	0.9	10
- COC(=O)c1ccc(-c2nc(-c3cccs3)no2)cc1
→ -9	9	2	6	-1	1	-8	1	-5
- CC(C)N(Cc1nc(-c2ccc(Cl)cc2)no1)C(=O)CCC1CCCC1
→ -5	13	6	-4	-2	-1	3	0.9	-2
- O=C(NCc1ccco1)c1sc(=S)n2c1[nH]c(=O)c1ccccc12
→ -9	7	.	.	8	.	12	0.9	-1
- CSc1nc(NCCOCCO)c2sc3nc(-c4ccco4)c4c(c3c2n1)CCC4
→ 28	-10	.	.	-9	.	14	1	11
- COc1ccc(CC(=O)NC(C)c2nnc(SCC(=O)Nc3nc(C)cs3)n2C)cc1 (configuration not stated)
→ 3	6	2	-7	2	5	4	1.1	8
- CCS(=O)(=O)c1nnnn1-c1ccccc1S(C)(=O)=O
→ -12	-14	2	-1	6	6	22	1	12
- CCC(Sc1ccc2nnc(-c3ccc(F)cc3)n2n1)C(=O)O (configuration not stated)
→ -1	15	-1	13	-16	4	3	0.9	9
- CCOC(=O)c1oc2ccccc2c1NC(=O)c1ccc(S(=O)(=O)N2CCCC2)cc1
→ -11	-2	4	6	-7	-7	12	0.9	6
- O=C(c1ccc(COc2c(F)c(F)cc(F)c2F)o1)N1CCN(c2ccc(Cl)cc2)CC1
→ -15	14	0	-9	3	5	8	1	8
- O=C(CCNS(=O)(=O)c1cccc2nonc12)NC1CCCc2ccccc21 (configuration not stated)
→ -19	7	.	.	0	.	4	0.9	4
- O=C(CCCCn1c(=O)[nH]c2ccsc2c1=O)NCc1cccnc1
→ -16	3	.	.	4	.	15	0.9	8
- Cc1cc(C)cc(N(CC(=O)NCc2ccco2)S(=O)(=O)c2c(C)noc2C)c1
→ -10	4	-6	0	-9	8	16	0.9	10
- CCN(CC)C(=O)N1CCC(NC(=O)c2ccccc2)CC1
→ -6	-3	2	0	-1	2	14	0.9	0
- CC(=O)c1cccc(N(CC(=O)NCC2CCCO2)C(=O)CCC(=O)Nc2cc(C)on2)c1 (configuration not stated)
→ -4	0	-5	-3	3	0	19	1	2
- COc1ccc(N2CCN(S(=O)(=O)/C=C/c3ccccc3)CC2)cc1
→ -11	-3	-2	0	1	4	-3	1	2
- COc1ccc2[nH]c3c(NCCN(C(C)C)C(C)C)ncnc3c2c1
→ 5	-11	-1	-2	-106[fluorescence artefact?]	5	8	1	8
- Cc1oc(-c2ccccc2)nc1Cn1cccc1C1=NC(c2ccccc2)CO1 (configuration not stated)
→ -14	25	6	8	2	3	-1	0.9	7
- COc1cc(-c2nc(N)n[nH]2)cc(OC)c1OC
→ -6	-10	-1	0	-12	1	24	1	2
- Cc1ccc(-n2ncc3c(N4CCCC4)ncnc32)c(C)c1
→ 0	-12	.	-10	-1	-9	.	0.9	2
- CCSc1nnc(NC(=O)C(CC)Oc2ccccc2)s1 (configuration not stated)
→ -7	-4	1	-1	4	5	13	1	5
- COc1ccc(-n2c(SC3CCOC3=O)nc3ccccc32)cc1 (configuration not stated)
→ -7	15	0	0	5	2	16	0.9	-1
- CCC(c1nnnn1CCOC)N1CCN(C(=O)c2ccco2)CC1 (configuration not stated)
→ -8	-10	1	2	6	2	14	0.9	1
- COc1ccc(-c2nnc(SCCC(=O)O)n2-c2ccccc2)cc1
→ -7	3	1	10	5	10	5	0.8	10
- COc1ccc(-c2noc(-c3ccccc3-c3ccccc3)n2)cc1OC
→ -18	3	12	-14	-3	-8	10	1	-1
- COc1ccc(N2CCN(C(=O)CC3NC4CCCCC4NC3=O)CC2)cc1 (configuration not stated)
→ -1	-17	5	-7	3	7	9	1	-6
- COC(=O)C1=C(C)N=C2SCCC(=O)N2C1/C=C/c1ccccc1 (configuration not stated)
→ -29	-4	-4	-6	1	6	7	0.9	10
- COc1ccc(CCNC(=O)CN(C)S(=O)(=O)c2cccc3nsnc23)cc1OC
→ -7	0	-5	-11	1	1	10	1	0

Not a retest: entries from further up.
Order of results: Cdc25B inh	DUSP1 inh	Jurkat tox 60K	JNK3 inh	MMP13 inh	ROCK2 inh	HEK293 NFkB inh	TNAP act mid DEA	PKA inh
- Cc1ccc(-n2ncc3c(N4CCCC4)ncnc32)c(C)c1
→ 0	-12	.	-10	-1	-9	.	0.9	2
- CCSc1nnc(NC(=O)C(CC)Oc2ccccc2)s1 (configuration not stated)
→ -7	-4	1	-1	4	5	13	1	5
- COc1ccc(-n2c(SC3CCOC3=O)nc3ccccc32)cc1 (configuration not stated)
→ -7	15	0	0	5	2	16	0.9	-1
- CCC(c1nnnn1CCOC)N1CCN(C(=O)c2ccco2)CC1 (configuration not stated)
→ -8	-10	1	2	6	2	14	0.9	1
- COc1ccc(-c2nnc(SCCC(=O)O)n2-c2ccccc2)cc1
→ -7	3	1	10	5	10	5	0.8	10
- COc1ccc(-c2noc(-c3ccccc3-c3ccccc3)n2)cc1OC
→ -18	3	12	-14	-3	-8	10	1	-1
- COc1ccc(N2CCN(C(=O)CC3NC4CCCCC4NC3=O)CC2)cc1 (configuration not stated)
→ -1	-17	5	-7	3	7	9	1	-6
- COC(=O)C1=C(C)N=C2SCCC(=O)N2C1/C=C/c1ccccc1 (configuration not stated)
→ -29	-4	-4	-6	1	6	7	0.9	10
- COc1ccc(CCNC(=O)CN(C)S(=O)(=O)c2cccc3nsnc23)cc1OC
→ -7	0	-5	-11	1	1	10	1	0

Additional records:
Letter code – A = Cdc25B inh; B = DUSP1 inh; C = Jurkat tox 60K; D = JNK3 inh; E = MMP13 inh; F = ROCK2 inh; G = HEK293 NFkB inh; H = TNAP act mid DEA; I = PKA inh
> CCOCCCn1c(=S)[nH]c2cc3c(cc2c1=O)OCO3
  A: -6 | B: -5 | C: . | D: . | E: 1 | F: . | G: 1 | H: 0.8 | I: 0

> CCC(=O)Nc1sc2c(c1C#N)CC(C)(C)NC2(C)C
  A: -5 | B: 4 | C: . | D: . | E: 3 | F: . | G: 25 | H: 0.9 | I: -1

> COCCn1c(SCCN2CCCCC2)nc2ccccc2c1=O
  A: -14 | B: 8 | C: -7 | D: 0 | E: -2 | F: 2 | G: 2 | H: 0.9 | I: 4

> C=CCn1c(C#N)c(N)sc1=N
  A: -1 | B: 17 | C: 2 | D: -7 | E: -6 | F: 0 | G: 9 | H: 0.9 | I: 0

> Cc1ccc2[nH]c(C(=O)O)c(NC(=O)CN3CCN(c4cccc(C)c4C)CC3)c2c1
  A: 2 | B: 23 | C: -3 | D: -2 | E: -2 | F: 7 | G: 22 | H: 0.9 | I: 10

> CCc1nccn1S(=O)(=O)c1ccc(Br)cc1Br
  A: 8 | B: -15 | C: 6 | D: -5 | E: 5 | F: -4 | G: 15 | H: 0.9 | I: -6

> Cn1c([N+](=O)[O-])cnc1COC(N)=O
  A: -1 | B: -18 | C: . | D: 9 | E: 1 | F: 3 | G: . | H: 0.9 | I: -2

> CCc1ccc(N(CC(=O)O)S(=O)(=O)c2c(C)noc2C)cc1
  A: -5 | B: 6 | C: -4 | D: -2 | E: -1 | F: 3 | G: -2 | H: 0.9 | I: 4

> CN1CCN(S(=O)(=O)c2ccc(NC(=O)c3cccc(S(=O)(=O)N4CCCC4)c3)cc2)CC1
  A: -7 | B: 3 | C: 8 | D: 1 | E: 5 | F: -5 | G: 0 | H: 1 | I: -8

> CC1CCc2sc3ncn4nc(C(=O)NCc5ccco5)nc4c3c2C1 (configuration not stated)
  A: -3 | B: -11 | C: 0 | D: 2 | E: -13 | F: 0 | G: -8 | H: 0.9 | I: 1

> CC(=O)Nc1ccc2c(c1)CCC2=O
  A: 0 | B: 13 | C: . | D: . | E: 7 | F: . | G: 12 | H: 1 | I: 3

> O=C(CCN1C(=O)C2C3C=CC(C3)C2C1=O)NC1CCCc2ccccc21 (configuration not stated)
  A: -8 | B: -27 | C: 1 | D: 1 | E: -3 | F: 6 | G: 12 | H: 0.9 | I: 6

> CC1(C)CC(=O)C2=C(C1)OC(c1ccncc1)C(C#N)=C2N (configuration not stated)
  A: 8 | B: 1 | C: 0 | D: 6 | E: 4 | F: 9 | G: 6 | H: 0.9 | I: 8

> CC1CCCN(c2ccc(C(=O)NCc3cccs3)cn2)C1 (configuration not stated)
  A: 1 | B: 3 | C: 5 | D: -7 | E: 2 | F: -7 | G: -10 | H: 0.9 | I: -4

> CCN(CC)C(=O)CSc1nnc(CCCCCNC(=O)OC(C)(C)C)o1
  A: -5 | B: 2 | C: 2 | D: -1 | E: -3 | F: 0 | G: 6 | H: 0.9 | I: -6

> COC(=O)c1ccc(CSc2nc(-c3ccc(OC)cc3)nc3c2c(=O)n(C)c(=O)n3C)o1
  A: -8 | B: 18 | C: 6 | D: 0 | E: 5 | F: 1 | G: 9 | H: 0.9 | I: 3

> Cc1cc(N)n2ncc(-c3cccc(Br)c3)c2n1
  A: -9 | B: -3 | C: 1 | D: 0 | E: -76[fluorescence artefact?] | F: 3 | G: -1 | H: 0.9 | I: 5

> COc1cccc(CN2C(=O)C3(C(C#N)=C(N)OC4=C3C(=O)CCC4)c3ccccc32)c1 (configuration not stated)
  A: -16 | B: 11 | C: -2 | D: 4 | E: 3 | F: 6 | G: 8 | H: 0.9 | I: 7

> CC1CCC(NS(=O)(=O)c2ccc3c(c2)n(C)c(=O)c(=O)n3C)CC1 (configuration not stated)
  A: 22 | B: 14 | C: 0 | D: 2 | E: 2 | F: 3 | G: 2 | H: 0.9 | I: 1

> CCN1CCN(C(=O)c2cnn3c(C(F)F)cc(-c4ccc(C)cc4)nc23)CC1
  A: -1 | B: 15 | C: . | D: . | E: -12 | F: . | G: 9 | H: 0.9 | I: 2

This is a random part of the collection. Share with any hit: about 1.9%.
